# ZTA counter: blocks Epstein-Barr virus ZTA, an EBNA-1 counter-screen. ZTA-DNA binding, fluorescence polarization. AID 2234. inhibition, % at 11 µM. P03206. 0.15% of 320,000 active; in the data active = inhibition above about 33%
# Target sequence (P03206 whole entry, looked up): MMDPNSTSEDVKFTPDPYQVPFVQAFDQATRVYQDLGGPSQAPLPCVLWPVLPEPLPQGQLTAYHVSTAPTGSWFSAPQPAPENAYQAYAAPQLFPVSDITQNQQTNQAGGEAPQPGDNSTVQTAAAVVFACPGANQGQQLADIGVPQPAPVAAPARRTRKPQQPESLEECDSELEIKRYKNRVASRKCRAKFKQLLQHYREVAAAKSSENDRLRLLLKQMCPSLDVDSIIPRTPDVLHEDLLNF
# LYPLA2 counter: LYPLA2 (human) inhibition in PME1 counter-screen; recombinant LYPLA2, FP-Rh probe fluorescence polarization; 0.38% of 320,000 active; O95372; AID 2177; inhibition, % at 5.9 µM;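 active = inhibition above the screen-wide mean plus 3 SD, limit set per campaign, cut at about 26% in these data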;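 note: 0% = LYPLA2 with DMSO and 100% = wells lacking LYPLA2 enzyme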
# Target sequence (O95372 whole entry, looked up): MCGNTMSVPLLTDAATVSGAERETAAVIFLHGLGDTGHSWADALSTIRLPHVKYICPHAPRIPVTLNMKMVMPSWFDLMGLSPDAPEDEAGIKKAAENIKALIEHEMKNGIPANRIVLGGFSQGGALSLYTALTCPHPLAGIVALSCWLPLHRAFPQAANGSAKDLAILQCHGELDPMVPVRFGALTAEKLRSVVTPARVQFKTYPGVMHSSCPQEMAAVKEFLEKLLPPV
# GSTO1 inh: blocks human GSTO1 in RBBP9 counter-screen; P78417; recombinant GSTO1, activity-based probe fluorescence polarization; inhibition, % at 5.96 µM; 1.1% of 300,000 active;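 active = inhibition above the campaign mean inhibition plus 3 SD, cut at about 35% in these data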;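 note: 0% = GSTO1-1 with DMSO and 100% = wells lacking GSTO1-1 enzyme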
# Target sequence (P78417 whole entry, looked up): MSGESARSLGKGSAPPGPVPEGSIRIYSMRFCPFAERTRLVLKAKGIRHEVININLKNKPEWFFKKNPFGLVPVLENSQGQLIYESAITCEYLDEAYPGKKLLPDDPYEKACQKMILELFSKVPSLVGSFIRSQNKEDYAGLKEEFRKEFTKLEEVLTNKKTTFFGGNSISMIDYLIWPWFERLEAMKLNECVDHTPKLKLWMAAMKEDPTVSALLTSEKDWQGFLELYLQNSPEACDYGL
# EBNA-1 inh: blocks EBNA-1 binding to DNA; AID 1950; EBNA-1 DNA binding, fluorescence polarization; inhibition, % at 14.8 µM; 0.34% of 300,000 active; in the data active = inhibition above about 28%
# PAFAH1B3 FP inh: blocks human PAF acetylhydrolase 1B catalytic subunit 3; Q15102; inhibition, % at 3.39 µM; recombinant PAFAH1B3, FP-rhodamine probe, fluorescence polarization; 0.28% of 340,000 active;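 active = inhibition above the screen-wide average of all tested compounds plus 3 SD, cut at about 25% in these data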;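 note: 0% = enzyme with DMSO only and 100% = wells lacking PAFAH1B3 protein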
# PAD4 FP inh: inhibitors of human PAD4. AID 485272. Q9UM07. recombinant PAD4, RCA probe fluorescence polarization. inhibition, % at 6.36 µM. 0.41% of 330,000 active;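 active = percent inhibition above a cutoff equal to the mean of all tested compounds plus 3 SD, cut at about 15% in these data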;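 note: 0% = PAD4 with RCA probe and DMSO and 100% = probe without PAD4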
# LYPLA1 inh: blocks human lysophospholipase 1, a PME1 counter-screen; AID 2174; recombinant LYPLA1, FP-Rh probe fluorescence polarization; O75608; inhibition, % at 5.9 µM; 0.16% of 320,000 active;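 active = inhibition above the mean of all tested compounds plus 3 SD, set per campaign, cut at about 14% in these data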;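 note: inhibitors block serine hydrolase probe labeling of LYPLA1 so polarization falls; 0% = enzyme with DMSO and 100% = wells lacking LYPLA1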
# Target sequence (O75608 whole entry, looked up): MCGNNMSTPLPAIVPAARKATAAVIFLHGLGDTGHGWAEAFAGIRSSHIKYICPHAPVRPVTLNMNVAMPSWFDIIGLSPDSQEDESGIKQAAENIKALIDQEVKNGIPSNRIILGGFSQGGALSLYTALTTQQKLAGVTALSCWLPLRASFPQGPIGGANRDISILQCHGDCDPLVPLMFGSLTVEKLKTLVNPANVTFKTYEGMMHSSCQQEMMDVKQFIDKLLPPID
# PAFAH2 inh: PAFAH2 (human) inhibition; 0.99% of 340,000 active; AID 492956; inhibition, % at 3.39 µM; recombinant PAFAH2, FP-rhodamine activity probe, fluorescence polarization; Q99487;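 active = inhibition above the mean over all tested compounds plus 3 SD, cut at about 30% in these data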;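 note: inhibitors block probe labeling of enzyme so polarization drops; 0% = enzyme with DMSO and 100% = wells lacking PAFAH2 protein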
# PREPL inh: human PREPL enzyme inhibition. Q4J6C6. recombinant PREPL, fluorescence polarization activity-based probe. inhibition, % at 5.96 µM. 0.68% of 320,000 active; in the data active = inhibition above about 43%;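 note: 0% = enzyme with DMSO and 100% = wells lacking enzyme; many of its hits are not listed in these tables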
# An asterisk follows results filed as active; nt = no result given. These rows are one share of the data. The share of hits here may be higher or lower than overall.
SMILES,ZTA counter,LYPLA2 counter,GSTO1 inh,EBNA-1 inh,PAFAH1B3 FP inh,PAD4 FP inh,LYPLA1 inh,PAFAH2 inh,PREPL inh
O=S(=O)(N/N=C/c1cn(Cc2ccccc2)c2ccccc12)c1ccccc1,11,-3,-5,9,2,-1,-6,2,21
CCOC(=O)N1CCC(N2C(=O)c3ccccc3C2Nc2cc(OC)c(OC)c(OC)c2)CC1 (stereo unspecified),12,-1,-3,5,0,-1,1,1,5
COc1cccc(N2CCN(CC(=O)C34CC5CC(CC(C5)C3)C4)CC2)c1,2,2,2,-8,6,0,1,4,9
CC(=O)c1ccc(NC(=O)c2cnn3c(C(F)F)cc(C4CC4)nc23)cc1,-8,3,2,-17,0,-3,1,5,0
Cc1c(C)n(C(=O)CSc2ncn[nH]2)c2ccccc12,4,6,8,-7,3,-2,-4,13,-9
O=C1c2ccccc2S(=O)(=O)N1Cc1nc2ccccc2s1,-15,13,10,-8,7,5,1,11,12
Cc1ccc(OCC(=O)N2N=C(c3ccc(Cl)cc3)CC2c2ccco2)c([N+](=O)[O-])n1 (stereo unspecified),2,-7,-10,2,11,-8,0,-7,-115
CCOC(=O)C1CCCN(C(=O)CCn2nc(-c3ccccc3)ccc2=O)C1 (stereo unspecified),0,5,0,-5,7,0,-1,-6,-1
CCN(Cc1nc2ccccc2c(=O)[nH]1)C(=O)c1cc(C2CC2)nn1-c1ccccc1,14,-4,nt,nt,8,-1,0,6,-14
CC1CCc2c(sc(NC(=O)CCCn3cnc([N+](=O)[O-])n3)c2C(N)=O)C1 (stereo unspecified),2,12,3,9,10,0,3,11,-5
N#Cc1ccc(-c2c(-c3ccccc3)ncc3cc(F)ccc23)cc1,16,-2,nt,nt,-7,-3,-2,0,-12
O=C(NCc1ccccc1F)C1CCCN1C(=O)Nc1cccc(F)c1 (stereo unspecified),-5,4,3,-5,8,1,0,5,-8
O=C(NCCc1ccc(Cl)cc1)c1ccc(OCC2CCCO2)cc1 (stereo unspecified),-13,-8,-5,0,7,0,-2,0,16
Cc1ccc(-c2nnn(CC(=O)N3CCN(c4nc5ccccc5s4)CC3)n2)cc1,-1,0,2,-2,6,0,-1,1,-52
O=C(CCS(=O)(=O)c1cccc2nsnc12)NC1CCCCCC1,5,-2,2,3,10,-2,-6,8,4
Cc1c(N2C(=O)c3ccccc3C2(O)c2ccccc2)c(=O)n(-c2ccccc2)n1C (stereo unspecified),1,0,2,-5,-2,3,-2,2,10
Cc1cccc(-n2cc(CN3CCN(C(=O)c4ncn[nH]4)CC3)c(-c3cccc(F)c3)n2)c1,8,-5,-2,8,3,2,-2,0,-4
CCCOc1ccc(-c2nnn(CC(=O)c3c[nH]c4ccccc34)n2)cc1,13,-29,-11,2,-14,-4,-17,-20,-10
Nc1nc(SCC(=O)Nc2c(Br)cc([N+](=O)[O-])cc2Br)n[nH]1,6,5,6,2,3,-2,2,1,18
Cc1ccc(C(=O)N(CN2CCCC2=O)c2ccc(F)cc2)cc1,-5,1,0,-14,2,0,-3,-4,-3

# Single records, from the list above. Order of values: ZTA counter, LYPLA2 counter, GSTO1 inh, EBNA-1 inh, PAFAH1B3 FP inh, PAD4 FP inh, LYPLA1 inh, PAFAH2 inh, PREPL inh
# Profile of CCOC(=O)N1CCC(N2C(=O)c3ccccc3C2Nc2cc(OC)c(OC)c(OC)c2)CC1 (stereo unspecified) → 12, -1, -3, 5, 0, -1, 1, 1, 5
# Profile of O=S(=O)(N/N=C/c1cn(Cc2ccccc2)c2ccccc12)c1ccccc1 → 11, -3, -5, 9, 2, -1, -6, 2, 21

# Returning to the listing with the 2 entries that preceded the break.
SMILES,ZTA counter,LYPLA2 counter,GSTO1 inh,EBNA-1 inh,PAFAH1B3 FP inh,PAD4 FP inh,LYPLA1 inh,PAFAH2 inh,PREPL inh
Nc1nc(SCC(=O)Nc2c(Br)cc([N+](=O)[O-])cc2Br)n[nH]1,6,5,6,2,3,-2,2,1,18
Cc1ccc(C(=O)N(CN2CCCC2=O)c2ccc(F)cc2)cc1,-5,1,0,-14,2,0,-3,-4,-3
C#CCNC(=O)C1=C[C@@H](C)[C@H](CCCO)[C@@H](OCC)O1,1,3,-3,-4,3,2,-3,6,6
O=C1CN(C(=O)c2cc([N+](=O)[O-])ccc2Cl)C(c2ccccc2)c2cc(F)ccc2N1 (stereo unspecified),-16,8,4,0,-13,-2,3,10,13
CCc1ccc2[nH]c(=O)c(CN(CCCO)C(=O)NCc3ccccc3)cc2c1,-4,0,1,6,0,4,-5,-12,-9
O=C(CSc1nnc(-c2ccccc2)o1)OCc1ccccc1,4,-3,3,-4,5,0,1,5,-16
CCCCNCc1cc2ccccc2o1,1,-1,4,-4,-2,0,-2,-2,-39
COc1cc(C(C)=O)ccc1COc1ccc(C(=O)OCC(=O)NC2CCS(=O)(=O)C2)cc1OC (stereo unspecified),-12,8,5,-3,3,1,2,11,-3
Cc1ccc(S(=O)(=O)N2CC3(C)CN(S(=O)(=O)c4ccc(C)cc4)CC(C)(C2)C3=O)cc1,-8,-4,-1,6,6,6,-3,-1,6
CCOC(=O)Nc1ccc(S(=O)(=O)N2CCOCC2)cc1,-1,0,9,-5,1,-3,1,4,7
COc1ccc(S(=O)(=O)NCc2c(-c3ccccc3)noc2C)c(OC)c1,-3,-1,5,5,-2,-5,0,5,3
CCC(C(=O)NNC(=O)c1cnccn1)c1ccccc1 (stereo unspecified),-33,3,3,-2,-6,0,1,3,17
O=C(Cc1cccs1)N1CCN=C1SCc1ccc(F)cc1,-8,7,0,12,6,-3,3,2,6
O=C(CCSc1ccccc1Cl)Nc1cccc([N+](=O)[O-])c1,1,-5,-4,-18,3,0,-10,-8,10
CC(Sc1nc(N)cc(=O)[nH]1)C(=O)NCC(=O)Nc1ccc(F)c(F)c1F (stereo unspecified),-12,0,nt,nt,-1,1,2,-1,6
CC12CCC(C(=O)OC3CCCCC3)(OC1=O)C2(C)C (stereo unspecified),11,4,2,2,1,-2,1,-2,0
COc1ccc(C(=O)NCCSCc2ccccc2)cc1OC,-1,-6,-1,-14,8,-3,-1,-3,13
CC(=O)Nc1ccc(NC(=O)CC2Nc3cccc4cccc(c34)NC2=O)cc1 (stereo unspecified),5,15,28,7,7,-2,6,5,16
Cc1cc2c(cc1S(=O)(=O)CCC(=O)Nc1cccc(C(F)(F)F)c1)OCC(=O)N2,6,0,-5,3,1,-1,-2,-1,-3
COc1ccc(CC(=O)NNS(=O)(=O)c2ccc(F)cc2)cc1OC,3,4,14,-4,13,1,-1,8,-3
CN(C)CCCC1Sc2ccccc2Sc2ccccc21 (stereo unspecified),3,12,1,6,7,0,4,4,-73
CNC1(C(N)=O)CCNCC1,-15,-4,-1,-25,6,-6,-1,11,4

# 5 entries from above, sorted by the value under PAFAH2 inh, falling:
Compound | PAFAH2 inh
COc1ccc(CC(=O)NNS(=O)(=O)c2ccc(F)cc2)cc1OC | 8
CCOC(=O)Nc1ccc(S(=O)(=O)N2CCOCC2)cc1 | 4
Cc1cc2c(cc1S(=O)(=O)CCC(=O)Nc1cccc(C(F)(F)F)c1)OCC(=O)N2 | -1
CC12CCC(C(=O)OC3CCCCC3)(OC1=O)C2(C)C (stereo unspecified) | -2
CCc1ccc2[nH]c(=O)c(CN(CCCO)C(=O)NCc3ccccc3)cc2c1 | -12

# In another format: entries from further up.
# Under each structure: ZTA counter, LYPLA2 counter, GSTO1 inh, EBNA-1 inh, PAFAH1B3 FP inh, PAD4 FP inh, LYPLA1 inh, PAFAH2 inh, PREPL inh
O=C(CSc1nnc(-c2ccccc2)o1)OCc1ccccc1
 : 4, -3, 3, -4, 5, 0, 1, 5, -16
CCCCNCc1cc2ccccc2o1
 : 1, -1, 4, -4, -2, 0, -2, -2, -39
COc1cc(C(C)=O)ccc1COc1ccc(C(=O)OCC(=O)NC2CCS(=O)(=O)C2)cc1OC (stereo unspecified)
 : -12, 8, 5, -3, 3, 1, 2, 11, -3

# (next part)
SMILES,ZTA counter,LYPLA2 counter,GSTO1 inh,EBNA-1 inh,PAFAH1B3 FP inh,PAD4 FP inh,LYPLA1 inh,PAFAH2 inh,PREPL inh
CC(C)S(=O)(=O)N1CCCC(C(=O)c2cccc(Cl)c2)C1 (stereo unspecified),-7,5,5,4,7,-4,2,-7,12
NC(N)=NS(=O)(=O)c1ccc(NC(=S)NC(=O)/C=C/c2cccs2)cc1,13,-25,-5,19,-6,3,-8,-19,-9
Cn1c(SCC(=O)OCC(=O)c2ccccc2)nnc1-c1cccs1,2,5,4,-3,3,-2,7,11,6
C=C(Br)Cn1c(CCC)nc2ccccc21,11,-4,7,-7,2,-5,3,-1,11
O=C(Nc1nccs1)c1ccc(-c2ccc(Cl)cc2Cl)o1,-14,-12,-3,-7,5,-1,-4,-2,-4
O=C(O)COc1ccc(C(=O)Cc2ccc3c(c2)OCCCO3)c(O)c1,3,-2,6,1,-1,-3,1,-3,20
O=C(CSc1nc2ccccc2[nH]1)NC(=O)NCc1ccco1,-10,4,12,-4,-1,-3,3,6,14
COC(=O)c1ccc(Cn2cc([N+](=O)[O-])cn2)cc1,-1,-1,-9,0,13,-1,-1,4,-2
Nc1nnc(SCc2cccc(C(F)(F)F)c2)s1,-1,0,-6,-14,2,0,1,1,11
O=C(c1ccc(Br)s1)N1CCCC1,-3,7,-4,3,1,3,-1,4,2
O=C(C[n+]1cc(-c2ccccc2)n2c1CCC2)OCc1ccccc1,14,2,-2,3,4,1,3,-6,9
Cc1cc(Cl)ccc1OCC(=O)Nc1ccccc1N1CCOCC1,8,-4,-13,9,6,-1,-6,6,17
COc1ccc(CCN2C(=O)C3C4CC(C5C(C(=O)NN)=NOC45)C3C2=O)cc1OC (stereo unspecified),3,-13,8,-7,-1,7,-2,-2,16
COC(=O)c1scc(C)c1NC(=O)c1ccccc1F,-9,1,1,-2,-1,1,-1,-1,-3
Cc1noc(C)c1C(=O)OCC(=O)Nc1ccc(N2CCOCC2)cc1,nt,nt,nt,nt,-5,-2,nt,1,19
O=C1N=C(N2CCN(c3cccc4ccccc34)CC2)S/C1=C/c1cccs1,-17,8,-7,3,-1,-7,0,5,22
CS(=O)c1ccccc1-c1nc(-c2ccc(Cl)cc2)no1 (stereo unspecified),-2,4,-1,-6,0,3,1,-1,-16
CCC1(c2ccccc2)NC(=O)N(CC(=O)N(C)CC(=O)Nc2cccc(F)c2)C1=O (stereo unspecified),0,8,1,1,11,-4,4,4,-6
CCCCCCn1nc(C(=O)OCC(=O)NC2CCS(=O)(=O)C2)c2ccccc2c1=O (stereo unspecified),3,5,-6,-11,7,-3,1,3,5
O=C(c1cccnc1)N1CCN(C(=O)c2ccccc2F)CC1,-11,6,-8,-7,6,-4,3,-7,-4
Cc1ccc(S(=O)(=O)/C(C#N)=C/c2c(N3CCOCC3)nc3c(C)cccn3c2=O)cc1,11,-12,-13,4,nt,3,-3,nt,-9
